mcGAS lum = cyclic GMP-AMP synthase inhibitors, mouse, primary biochemical chemiluminescence; Q8C6L5; recombinant cGAS, Kinase-Glo ATP depletion luminescence; inhibition, % at 12.5 µM; actives 0.15% (n = 160,000); AID 1259399, 2018;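 also: 0% = negative control wells and 100% = reference inhibitor with no enzyme activity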
hcGAS inh = Primary biochemical luminescence assay for human cyclic GMP-AMP synthase inhibitors | Q8N884 | recombinant h-cGAS, ATP depletion, Kinase-Glo luminescence | inhibition, % at 12.5 µM | actives 0.081% (n = 290,000);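 also: 0% = vehicle reaction and 100% = reaction without DNA for no activity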
Target sequence (Q8N884 whole entry, looked up): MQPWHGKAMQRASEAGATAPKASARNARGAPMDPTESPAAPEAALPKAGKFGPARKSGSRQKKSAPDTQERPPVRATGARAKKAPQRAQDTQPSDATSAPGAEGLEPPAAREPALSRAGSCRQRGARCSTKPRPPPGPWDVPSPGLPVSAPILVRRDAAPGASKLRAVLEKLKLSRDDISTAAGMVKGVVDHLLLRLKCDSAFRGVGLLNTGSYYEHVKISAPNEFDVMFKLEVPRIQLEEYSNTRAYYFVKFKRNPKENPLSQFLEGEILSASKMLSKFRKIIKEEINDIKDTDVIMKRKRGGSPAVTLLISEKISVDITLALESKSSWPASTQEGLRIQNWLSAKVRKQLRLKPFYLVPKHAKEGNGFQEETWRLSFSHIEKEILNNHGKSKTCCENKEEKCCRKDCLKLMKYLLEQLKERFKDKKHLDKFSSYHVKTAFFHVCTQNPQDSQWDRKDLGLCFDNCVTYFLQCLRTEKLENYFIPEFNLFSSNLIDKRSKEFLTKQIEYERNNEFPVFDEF
NPYLR7 agonist = agonists of mosquito NPYLR7 receptor, primary screen, cell-based, Aedes aegypti, calcium fluorescence, mosquito biting behavior. Aedes aegypti neuropeptide Y-like receptor 7 (NPYLR7). HEK293T NPYLR7/Galpha15, GCaMP6s calcium fluorescence. activation, % at 10 µM. actives 0.15% (n = 270,000). AID 1259423, 2018; in the data active = activation above about 40%;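 also: 0% = vehicle and 100% = reference agonist at the receptor; some compounds past the cut are filed as inactive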
* = called active by the depositor; x = no result given; & = joins results of further samples. Rule as the data show it, unless noted: active = inhibition above about 40%; inactive = the rest.

SMILES	mcGAS lum	hcGAS inh	NPYLR7 agonist
C1=C(CN2CCCC2c2ccsc2)N2CCCN=C2S1 (stereo not given)	x	-10	5
Cc1nc2ccc(F)cc2n1C1CCN(C(=O)C2=CCCC2)CC1	-7	-2	6
COc1ccc(C(=O)N2C(C(=O)O)COC23CCN(C(=O)c2ccccc2Cl)CC3)cc1 (stereo not given)	-5	-4	4
O=C(NCCN1CCOCC1)c1coc(CN(Cc2ccc(Cl)cc2)Cc2cccc(C(F)(F)F)c2)n1	-5	1	19
CCOc1ccc(N2CCNC(C)C2=O)cc1 (stereo not given)	x	-3	-4
FC(F)(F)c1ccc(Cn2c3ccccc3c3nc4ccccc4nc32)cc1	-7	-5	-10
Cn1ccn2ncc(CO)c12	-7	-6	-1
COc1ccccc1OCCCN1C(=O)C(O)(CC(C)=O)c2cc(Cl)ccc21 (stereo not given)	-3	3	1
CCCCn1ncc(C)c1NC(=O)[C@H]1CCCO1	-2	-1	3
O=C(NCc1n[nH]c(=S)n1-c1ccc(Cl)c(Cl)c1)c1c(F)cccc1Cl	0	2	-1
O=C(c1nn2c(C(F)(F)F)cc(-c3ccccc3)nc2c1Br)N1CCCCCC1	-5	-3	6
CC(C)CNC(=O)c1cc(NS(=O)(=O)c2ccc3ccccc3c2)ccc1N1CCc2ccccc2C1	-4	-3	-7
COC[C@H]1C[C@H]2C[C@@H](O)[C@H](N(C)Cc3cccc(F)c3)[C@]2(O)CO1	-7	0	2
CC(C)(C)S(=O)(=O)c1ccc(NCCc2ccc(S(N)(=O)=O)cc2)nn1	-1	2	x
Cc1cc(C)n(C2CCN(Cc3cccn3-c3nccs3)C2)n1 (stereo not given)	-13	-1	13
Cc1noc(-c2ccccc2Cl)c1C(=O)NCc1ccc(C(F)(F)F)cc1	1	-1	3
COCCNC(=O)c1cc(NC(=O)C(c2ccccc2)c2ccccc2)ccc1N1CCN(c2ccccc2OC)CC1	-4	0	9
CC(=O)c1cccc(OCc2cc(C(=O)NCC3CCOCC3)n[nH]2)c1	x	-14	12
COc1cc(CC2(CCC(=O)NCc3cc4cc(Cl)ccc4[nH]3)CCC(=O)N2)ccc1F (stereo not given)	-1	4	-5
O=C(Nc1ccccc1CC(F)(F)F)N1CCC[C@H]1CO	x	-10	10
Cc1ccc(CN2CC(C(=O)NCC(=O)Nc3c(C)cc(C)cc3C)CC2=O)cc1 (stereo not given)	x	-8	-1
Cc1cc(CN(C)C(C)C(=O)NC(N)=O)cc(C)c1OCC(F)(F)F (stereo not given)	x	-9	3
CCOC(=O)C1=C(CNCc2cccs2)NC(=O)NC1c1ccccc1Cl (stereo not given)	-7	-7	0
COc1ccc(CCNC(=O)c2ccc(-c3ccc(F)c(F)c3)s2)cc1	-7	-5	4
O=C(Nc1ccc(Cl)cc1)Nc1ccc(Nc2ccc(-n3cccn3)nn2)cc1	-8	-4	-3
CC(C)c1nccn1CCC(=O)Nc1cccc2c1OCCO2	x	-3	-24
CC1(C2CCN(C(=O)/C=C/c3ccccc3F)CC2)NC(=O)N(C2Cc3ccccc3C2)C1=O (stereo not given)	-10	-4	21
CSC(C)CCN1CCC2(CC1)NCCNC2=O (stereo not given)	-2	-4	x
CNC(=O)CN1c2ccccc2C(=O)N(C)C12C(=O)Nc1ccc(C(C)(C)C)cc12 (stereo not given)	x	-6	2
COCCNC(=O)NCC(C)c1ccccc1OC (stereo not given)	-14	-9	-8
CC(NC(=O)c1ccc(OC2CCN(C(=O)C3CC3)CC2)cc1)c1ccccc1 (stereo not given)	-2	-1	9
O=C(NCCc1c[nH]c2ccccc12)c1ccco1	-1	8	15
COCCNC(=O)C1(C)Cc2c(-c3cccc(C(N)=O)c3)ccnc2O1 (stereo not given)	-7	-5	7
CCCCCc1ccc(C(=O)CSc2nnc(NC(=O)c3ccc(Cl)cc3Cl)s2)cc1	-4	-2	2
COc1cc(C=C(C#N)c2nnc3n2CCCCC3)cc2c1OCCO2	x	-11	4
Cc1cc(C(=O)NC2CCN(C(=O)Nc3ccccc3)CC2)n[nH]1	x	-2	10
Cc1ccc(C(=O)Oc2cccc(-c3nc4c(C)cccn4c3NC(C)(C)CC(C)(C)C)c2)cc1[N+](=O)[O-]	-1	1	-5
O=C(Nc1ccccc1)C1CCN(C2CCCc3ccccc32)CC1 (stereo not given)	-9	-16	-2
CCCCc1nc(N2CCN(C(=O)Nc3cccc(C(F)(F)F)c3)CC2)c2c3c(sc2n1)CC(C)CC3 (stereo not given)	-4	-3	17
Cc1ccn2cc(C(=O)N(C)CC(=O)Nc3c(Cl)cccc3Cl)nc2c1	-9	6	2
Cc1cccc(C)c1NS(=O)(=O)c1ccc2[nH]c(=O)oc2c1	x	3	9
CCOC(=O)C1=C(C)NC(C)=C(C(=O)OCC)C1c1ccc(OC)cc1	-5	-11&-4	-4&0
CN(Cc1ccc(Cl)cc1Cl)C(=O)C1CCN(S(=O)(=O)c2cc(C(N)=O)n(C)c2)CC1	-10	-8	0
OCn1nc(-c2ccc(Cl)cc2Cl)oc1=S	4	3	4
C=C1c2ccccc2C(=O)N1C(C)C(=O)Nc1cccc(-c2nc(CC)cc(=O)[nH]2)c1 (stereo not given)	x	5	2
CSc1nnc(C)c(=O)n1COC(=O)c1cccc(C)c1	-9	-6	0
O=[N+]([O-])c1ccc(Cl)c(C2c3cccn3CCCN2Cc2cccc(Oc3ccccc3)c2)c1 (stereo not given)	-6	-8	20
O=C(Cn1c2ccccc2c(=O)c2ccccc21)NCc1ccccc1	x	-2	-1
COC[C@H]1[C@@H](NC(=O)CSc2nnc(C)s2)[C@@H]2CCO[C@@H]21	-4	-8	x
CCc1nc2ccc(C(=O)Nc3cc(-c4ccccc4)ccc3OC)cn2c1N(C)Cc1ccc(Cl)cc1	0	-1	-5
CC(C)N(CC(=O)Nc1nc(CC(=O)NCCc2ccccn2)cs1)C(=O)c1ccc(Cl)c(Cl)c1	1	5	-4
COc1ccccc1N1C(=O)CC(N2CCN(C(c3ccccc3)c3ccccc3)CC2)C1=O (stereo not given)	-6	-5	-7
CCC(C(=O)NC1CCN(c2ccccc2C(=O)NCC(C)C)CC1)c1ccccc1 (stereo not given)	-6	-5	-3
COc1ccc(/C=C/CN2CCN(c3cc(-n4cccn4)ncn3)CC2)cc1	-13	3	6
CC(C#N)CN(C)C(=O)c1cc(Cl)c(Cl)n1C (stereo not given)	x	12	0
O=C(c1cnn(-c2ccccc2)c1)N1CCN(S(=O)(=O)c2cc(C(F)(F)F)ccc2Cl)CC1	x	1	0
Cn1ncc([N+](=O)[O-])c1C(=O)Nc1ccc(Br)cc1	x	-3	-5
COc1ccc(OCC(=O)N2CCOC(COCc3ccccc3F)C2)cc1 (stereo not given)	x	-3	15
CCCC(NC(C)C(=O)Nc1ccc(F)cc1)c1ccccc1 (stereo not given)	-17	-7	2
Cc1cccc2c1C(=O)NC1(CCN(C(=O)NC3CCCCC3)CC1)N2	-5	-7	1
Carrying on.
SMILES	mcGAS lum	hcGAS inh	NPYLR7 agonist
COCCOCC(=O)N1CCCN(c2c(-c3ccc(OC)cc3)cnc3ncnn23)CC1	-6	-6	5
Cc1ccccc1-c1nc(COc2ccc(C(N)=O)cc2)c(C)o1	x	-4	25
Cc1cccc(COCC2CN(C(=O)c3cc(F)cc(F)c3)CCO2)c1 (stereo not given)	-2	-6	18
CCOc1ccc2nc(SCc3cn4cc(Br)ccc4n3)sc2c1	-5	-5	5
CCOCCOc1nc(-c2ccc3c(c2)OCO3)n(-c2ccc(NC(=O)C3C[C@H]3c3ccccc3)cc2)n1 (stereo not given in full)	1	-6	22
CN(C)CCCSc1nc2ccccc2s1	x	-4	3
COc1ccccc1N1CCN(c2cc(Oc3cc(C)ccc3F)ncn2)CC1	-8	-4	-7
CCNC(=O)N(CCN(C)C)Cc1cnc(S(=O)(=O)Cc2ccccc2)n1Cc1ccccc1	-4	-2	x
COc1ccc(N2CCN(C(=O)c3cc(-c4ccc(F)cc4)n(-c4cccc(C)c4)c3C)CC2)cc1	-3	-1	x
CCCC(O)(CCC)c1ccc(CN(Cc2ccc(C)cc2)C(C)C)o1	-3	1	-6
O=C(NC1CC1)c1coc(CN(Cc2cccc(C(F)(F)F)c2)Cc2ccc(Cl)cc2Cl)n1	-5	-2	9
COC(=O)C12CCCC(C(=O)O)(CCC1)C2	x	-2	2
Cc1cc(C(=O)NCCCCOc2ccccc2)c2c(=O)[nH]n(C)c2n1	-17	-8	11
COCCCn1c(Br)nc2c(=O)n(C)c(=O)n(C)c21	x	-13	1
CC(C)N(Cc1c(-c2ccc(F)cc2)noc1N1CCN(C)CC1)C(=O)c1ccc(Cl)cc1	-5	-5	-5
COc1ccc(S(=O)(=O)N2CCc3ccccc3C2)cc1N1CCN(C(=O)c2ccco2)CC1	-6	-5	-4
CCOC(=O)C(Nc1cc(OC)c(OC)c(OC)c1)c1ccccc1 (stereo not given)	x	4	-1
CCc1cc2c(SCCCn3c(=O)c4c(ncn4C)n(C)c3=O)ncnc2s1	x	-3	14
CN(Cc1cccc2ncccc12)C(=O)c1ccc(C2CCCN2)s1 (stereo not given)	x	-6	3
COc1cc(OC)cc(-c2nn(-c3ccccc3)c(OC(C)=O)c2-c2ccc(NC(=O)C3CC3)cc2)c1	-5	2	8
Cc1cn2c(=O)c(C(=O)Nc3ccon3)cnc2s1	x	-14	5
O=C1N=c2ccc(Br)cc2=C1c1c(O)n(-c2ccccc2)[nH]c1=O	0	-1	-9
CCCS(=O)(=O)NC1CCN(C(=O)CCCc2nc(C)no2)C1 (stereo not given)	x	-15	1
NCCOCc1ccc(-c2cc3ccccc3o2)cc1	-15	-2	25
O=C(c1cccnc1Cl)N1CCN(Cc2ccc(-c3noc(-c4cccs4)n3)cc2)CC1	-8	-5	7
CCCn1nccc1C(=O)NCc1ccc2[nH]c3c(c2c1)CCCC3	-15	-5	10
CCCc1nc(N2CCN(C(=O)CSc3ccccc3)CC2)c2c(-c3ccccc3)noc2n1	-5	-5	16
COc1cccc(-c2nn(Cc3ccc(C)cc3)c(=O)c3nc(C)sc23)c1	-7	-2	3
CNc1ccc(C(=O)N2CCOC(c3ccccc3)C2)cc1 (stereo not given)	-5	-4	4
CCn1nnc2c(Nc3ccc(OC(F)(F)F)cc3)ncnc21	-9	-7	7
COCCn1c(SCC(=O)Nc2cccc(C)c2C)nc2c([nH]c3ccccc32)c1=O	-6	1	1
O=C(NC(c1ccccc1)c1c(O)ccc2ccccc12)C1CCCO1 (stereo not given)	-16	-11	13
CCN1CCCC1CNC(=O)CCc1ccc(-c2ccc(OC)cc2)n1-c1ccc(SC)cc1 (stereo not given)	-10	-8	2
CCc1cc(C(=O)N(CC)Cc2cnn(C)c2)cs1	x	-4	5
CCCN(Cc1ccccc1OC)Cc1cccc(F)c1O	-11	-1	1
O=C(O)CSc1nnc(Cc2c[nH]c3ccccc23)n1-c1cccnc1	x	-6	2
CCOC(=O)c1nc2cc(Cl)c(Cl)cc2nc1N1CCCN(C(=O)COCCOC)CC1	-3	1	5
CCN(CC)c1c(C)nc2ccc(C(=O)Nc3cc(-c4ccccc4)ccc3OC)cn12	-3	-5	-3
COc1ccc(CC(=O)N2CCN(c3nc(CC(C)C)nc4onc(-c5ccc6ccccc6c5)c34)CC2)cc1	-5	0	15
CCN(CC)CCCC(C)NC(=O)c1c(C)noc1-c1ccncc1 (stereo not given)	-9	-7	4
COc1ccc(OC2CCN(C3CCCC3)CC2)c(C(=O)NC2CCOC(C)(C)C2)c1 (stereo not given)	x	-8	7
CCOC(=O)c1c(C)oc2ncn(CC(=O)NC(C)c3cccs3)c(=O)c12 (stereo not given)	x	-4	5
CCOc1ccc(NC(=O)N[C@@H](C)C(=O)N2CCC(C(=O)N3CCCCC3)CC2)cc1	-4	-7	14

Entries above that have an NH in an aromatic ring (12):
SMILES	mcGAS lum	hcGAS inh	NPYLR7 agonist
O=C(NCc1n[nH]c(=S)n1-c1ccc(Cl)c(Cl)c1)c1c(F)cccc1Cl	0	2	-1
CC(=O)c1cccc(OCc2cc(C(=O)NCC3CCOCC3)n[nH]2)c1	x	-14	12
COc1cc(CC2(CCC(=O)NCc3cc4cc(Cl)ccc4[nH]3)CCC(=O)N2)ccc1F (stereo not given)	-1	4	-5
O=C(NCCc1c[nH]c2ccccc12)c1ccco1	-1	8	15
Cc1cc(C(=O)NC2CCN(C(=O)Nc3ccccc3)CC2)n[nH]1	x	-2	10
Cc1cccc(C)c1NS(=O)(=O)c1ccc2[nH]c(=O)oc2c1	x	3	9
C=C1c2ccccc2C(=O)N1C(C)C(=O)Nc1cccc(-c2nc(CC)cc(=O)[nH]2)c1 (stereo not given)	x	5	2
Cc1cc(C(=O)NCCCCOc2ccccc2)c2c(=O)[nH]n(C)c2n1	-17	-8	11
O=C1N=c2ccc(Br)cc2=C1c1c(O)n(-c2ccccc2)[nH]c1=O	0	-1	-9
CCCn1nccc1C(=O)NCc1ccc2[nH]c3c(c2c1)CCCC3	-15	-5	10
COCCn1c(SCC(=O)Nc2cccc(C)c2C)nc2c([nH]c3ccccc32)c1=O	-6	1	1
O=C(O)CSc1nnc(Cc2c[nH]c3ccccc23)n1-c1cccnc1	x	-6	2

High-throughput results as filed in PubChem.

Compounds as they come; 0.29% or so of the library scored in one or more.
